High-throughput results deposited in PubChem BioAssay by Broad Institute.
miR-122 sensor = blocks miR-122 activity in Huh7 sensor cells | Huh7 miR-122 Renilla luciferase sensor, 48 h; neutral wells = 0, positive control = 100 | activation (reporter increase), % at 12.5 µM | actives 0.3% (n = 340,000) | AID 602342;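 active = mean replicate activation score at least 90 and every replicate individually at or above 90; inconclusive = only one of the two criteria met; inactive = neither criterion met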;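 note: higher luciferase means less miR-122 activity so hits act as miR-122 inhibitors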
Cneo AK release = Cryptococcus neoformans lysis via adenylate kinase release | lysis activity, % at 15 µM | actives 0.2% (n = 360,000) | AID 651654 | C. neoformans lysis, adenylate kinase release luminescence, 4 h; normalised: neutral wells 0, clomiphene wells 100;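 active = mean lysis activity across replicates of at least 80%, whatever share of replicates individually reach that level; inactive = mean lysis activity below 80%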
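Material: C. neoformans cells; Schedule: 4 h static compound exposure, 37 °C, read 1 h post-reagent; Measured by: adenylate kinase release luminescence; Read-out: signal increase indicating cell lysis; Controls: Clomiphene as positive lysis control.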
PglD DTNB = blocks C. jejuni PglD acetyltransferase activity; purified PglD enzyme, DTNB colorimetric CoA detection; inhibition, % at 12.5 µM; actives 0.098% (n = 360,000); in the data active = inhibition above about 16%, passing the limit was not always enough; inconclusive = no clear call, values can overlap the other calls; note: strong numbers were not always called active
FN deposition inh = fibronectin deposition inhibition; AH1F fibroblasts, Alexa488-fibronectin deposition fluorescence, overnight; inhibition, % at 12.6 µM; actives 0.086% (n = 350,000);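 active = mean inhibition across replicates of 30% or more, regardless of how many single replicates reach that level; inconclusive = mean under 30% yet at least half of replicates reach 30%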;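 note: positive control wells lacked labelled fibronectin entirely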
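Assay system: AH1F fibroblast monolayer, labelled fibronectin deposition. Amount: 10000 cells per well. Also added: labelled fibronectin 24 nM. Compound: single-point pinned compound. Incubation: cell attachment 1 h, compound and FN exposure overnight. Detection: fluorescence after three HBSS washes, excitation 485 nm, emission 525 nm. Read-out: inhibition of fibronectin deposition signal.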
F508del corr = correctors of CFTR F508del function in bronchial epithelial cells. activity (quench increase), % at 7.58 µM. actives 0.36% (n = 350,000). CFBE cells, YFP halide quenching; stimulated with forskolin plus potentiator P3; % fluorescence drop versus neutral controls;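 active = mean added fluorescence quench of at least 8% versus neutral control, with both replicates also reaching 8%; inconclusive = only one of the mean or replicate conditions met; inactive = mean below 8% and not both replicates reaching 8%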;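 note: cells transiently co-express mutant CFTR-F508del with the halide-sensitive YFP; corrector assay measuring rescue of mutant channel to the surface after 24 h compound exposure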
INS-1E GSIS act = GLuc luminescence reporter in INS-1E cells, primary screen for activators of glucose-dependent secretion of insulin; INS-1E GLuc reporter insulin secretion, 2-3 h; activation, % at 16.6 µM; actives 0.61% (n = 370,000); AID 743287;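 active = lowest replicate activation of at least 40%, so every replicate reaches that level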;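 note: 0% = median of neutral control wells and 100% = median of IBMX positive control wells; some compounds called inactive have numbers as strong as hits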
Statin myotox sup = protects C2C12 myotubes from simvastatin toxicity | rescue of ATP level, % at 7.49 µM | actives 0.78% (n = 330,000) | ATP luminescence, 48 h; scaled: DMSO 0, geranylgeraniol control 100 | AID 602340;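 active = mean ATP rescue above about 67%, or every replicate alone reaching that limit, limit read from the data, passing the limit was not always enough; inconclusive = no clear call, values can overlap the other calls; inactive = mean under the limit and some replicate under it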;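 note: myotubes were challenged with 10 µM simvastatin during compound exposure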
PGC1a acetyl inh = PGC1a acetylation modulation, inhibitor mode. inhibition, % at 15.6 µM. U2OS PGC1a acetylation, AlphaScreen anti-acetyl-lysine; with virally co-expressed GCN5 acetyltransferase. actives 0.17% (n = 350,000);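 active = every replicate shows inhibition of at least 40%; inconclusive = mean inhibition at least 40% but some replicate below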;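 note: 0% = neutral control wells and 100% = positive control wells; some results beyond the cut were filed as inactive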
* marks the source's active call; other numbers are inactive results; u = inconclusive; x = no result given; & = joins results of further samples; [ ] = another dose, or the depositor's remark.

SMILES | miR-122 sensor | Cneo AK release | PglD DTNB | FN deposition inh | F508del corr | INS-1E GSIS act | Statin myotox sup | PGC1a acetyl inh
C[C@@H]1CCCCO[C@@H](CN(C)Cc2ccc(C(F)(F)F)cc2)[C@@H](C)CN([C@H](C)CO)C(=O)c2cc(NS(=O)(=O)c3cccs3)ccc2O1 | 1[16.7 µM] | -2 | 1 | x | 3.8 | 1 | -74 | 11
Cc1cccc(NC(=O)CNC(=O)Cc2ccc3c(c2)OCCO3)c1C | 1 | 0 | -1 | 2 | -4.7 | -14 | 2 | -13
COc1ccc(S(=O)(=O)Nc2ccc3c(c2)CC(=O)N([C@H](C)CO)C[C@@H](C)[C@@H](CN(C)C(=O)Nc2ccc(C(F)(F)F)cc2)O3)cc1 | 70[16.7 µM] | -1 | 0 | x | -1.0 | -24 | 0 | -13
O=c1[nH]nnc2c1sc1nc(N3CCOCC3)c3c(c12)CCCC3 | 6 | -2 | -1 | 2 | -5.0 | 24 | x | 0
O=C(NCc1ccccc1Cl)c1ccc(Cn2cc(C(F)(F)F)ccc2=O)cc1 | -8 | 3 | 3 | 10 | x | x | x | x
O=C(c1ccccc1Cl)c1c(O)c2ccccc2oc1=O | 2 | 3 | 3 | -1 | 1.7 | -3 | -12 | 9
Cc1c(C(=O)O)sc2nc(SCC(=O)Nc3ccc(S(=O)(=O)NC(C)(C)C)cc3)[nH]c(=O)c12 | x | x | x | -6 | -0.2 | 12 | x | 10
CC1CN(Cc2ccccc2)C(=S)NC1=O (stereo not given) | 2 | x | x | -6 | 6.8 | 41* | -3 | 6
COc1ccc(NC2CC(=O)N(c3cccc([N+](=O)[O-])c3)C2=O)cc1 (stereo not given) | -4 | x | x | x | -3.8 | 33 | -9 | -8
CC(C)c1ccc(/C=C/C(=O)NCCCN2CCOCC2)cc1 | x | x | x | 0 | -1.5 | 6 | -1 | -2
CC(C)S(=O)(=O)C1=NSC2=NC(=O)/C(=C\c3ccc(-c4ccccc4)o3)C(=N)N21 | -10 | x | x | x | x | -21 | 0 | -16
O=C(NC1Cc2ccccc2C1)[C@H]1[C@H](CO)[C@H]2Cn3c(cccc3=O)[C@H]2N1C(=O)c1ccccn1 | 4[16.7 µM] | 0 | 2 | x | -0.9 | 10 | 5 | x
CCCCN1Cc2ccccc2Oc2cc(Br)ccc2S1(=O)=O | 7 | -5 | 3 | 0 | -2.5 | 6 | 2 | -17
CCc1cc(C(=O)Cc2nc3ccccc3[nH]2)c(O)cc1O | 11 | 0 | 2 | -5 | x | x | -42 | -13
Cc1ccc(S(=O)(=O)Nc2ccc3c(c2)C(=O)N([C@@H](C)CO)C[C@@H](C)[C@@H](CN(C)Cc2ccc(C(=O)O)cc2)OCCCC[C@@H](C)O3)cc1 | 8[16.7 µM] | 54 | -6 | -3 | 1.3 | 20 | x | -8
CC(=O)OC(C(=O)n1nc(C)cc1C)c1ccccc1 (stereo not given) | -8 | -1 | 1 | x | x | x | -12 | -14
N#Cc1ccccc1NC(=O)c1ccccc1OCC(=O)NCc1ccco1 | -5 | -1 | -6 | x | -0.9 | -14 | 46 | -4
C[C@@H]1CN([C@@H](C)CO)C(=O)Cc2cc(NC(=O)Nc3ccc(C(F)(F)F)cc3)ccc2O[C@@H]1CN(C)Cc1ccc(-c2ccccc2)cc1 | 18[16.7 µM] | 0 | -1 | x | 1.8 | 4 | -58 | 5
CCOC(=O)c1c(N)n(CCOC(=O)c2cccs2)c2nc3ccccc3nc12 | x | 0 | -1 | x | x | -9 | -25 | -1
CCOc1ccccc1N1CCN(C(=O)CNC(=O)c2ccccc2F)CC1 | x | -2 | -6 | 9 | 0.8 | 2 | 27 | x
COc1ccccc1-c1cnc2c(c1)C(=O)N([C@@H](C)CO)C[C@H](C)[C@@H](CN(C)C)O2 | -9[16.7 µM] | -1 | -3 | 5 | -0.2 | 10 | 0 | 0
COc1ccc(Nc2cc(Nc3cccc(OC)c3)ncn2)cc1 | 10 | -2 | 1 | 6 | 1.7 | 12 | -17 | 14
CCOC(=O)N1CCC(N2CCN(S(=O)(=O)c3ccc([N+](=O)[O-])cc3)CC2)CC1 | 0 | 0 | 7 | 15 | -0.8 | -18 | 7 | -10
COc1cccc(-c2nnn(C/C(N)=N/O)n2)c1 | -1 | 1 | 5 | x | x | -4 | 2 | 5
Cc1cc(C)c(S(=O)(=O)N2CCC(C(N)=O)CC2)cc1C | 4 | 0 | x | 2 | x | 13 | 8 | -9
COc1ccc(CNC(=O)CN2c3ccccc3S(=O)(=O)c3ccccc32)cc1 | 0 | 3 | -2 | -10 | 1.1 | -15 | 1 | -4
COC(=O)C[C@@H]1C[C@@H]2c3cc(NS(=O)(=O)c4cccc(OC)c4)ccc3O[C@@H]2[C@H](CO)O1 | -4[16.7 µM] | -5 | -3 | x | -1.2 | -5 | -5 | -4
Cc1ccc(S(=O)(=O)N2CCOCC2)cc1C(=O)NCCCn1ccnc1 | -10 | -1 | -7 | -6 | x | x | 0 | 6
C[C@@H]1CCCCO[C@H](CN(C)Cc2ccc3c(c2)OCO3)[C@@H](C)CN([C@H](C)CO)C(=O)c2cc(NS(C)(=O)=O)ccc2O1 | 1[16.7 µM] | 0 | 0 | x | -0.1 | 11 | -4 | 6
CCN1CCN(C(=O)C2CC(=O)N(c3ccc(Cl)cc3)C2)CC1 (stereo not given) | x | -4 | 4 | -1 | -0.7 | 8 | 2 | x
Cc1cccn2c(=O)c(/C=C(\C#N)C(=O)NCc3ccco3)c(N3CCCCC3)nc12 | -11 | 1 | -12 | 3 | 0.9 | x | 28 | -8
C[C@H](CO)N1C[C@H](C)[C@H](CN(C)C(=O)Nc2ccc3c(c2)OCO3)OCCCC[C@H](C)Oc2ccc(NC(=O)C3CCCCC3)cc2C1=O | 3[16.7 µM] | -5 | 1 | x | 1.0 | -13 | x | 2
COc1ccc(Nc2ccc3c(c2)=NC2(CCCCC2)[N+]=3[O-])cc1 | 15 | 0 | 2 | 5 | x | -26 | 4 | 8
CC(OC(=O)Cn1c(C(F)(F)F)nc2ccccc21)C(=O)N1CCCc2ccccc21 (stereo not given) | -1 | 0 | 0 | x | x | x | 2 | 8
CCOc1cc(C(=O)NC(=S)Nc2nc(C)cc(C)n2)cc(OCC)c1OCC | 0 | 10 | 0 | -4 | 1.6 | x | 3 | -3
Cc1cc(C)nc(SCc2nnc(SCC(=O)Nc3nccs3)n2Cc2ccco2)n1 | 2 | -1 | 3 | 0 | x | x | 8 | 9

Structures above containing an aryl thioether with sulfur outside any ring:
SMILES | miR-122 sensor | Cneo AK release | PglD DTNB | FN deposition inh | F508del corr | INS-1E GSIS act | Statin myotox sup | PGC1a acetyl inh
Cc1c(C(=O)O)sc2nc(SCC(=O)Nc3ccc(S(=O)(=O)NC(C)(C)C)cc3)[nH]c(=O)c12 | x | x | x | -6 | -0.2 | 12 | x | 10
Cc1cc(C)nc(SCc2nnc(SCC(=O)Nc3nccs3)n2Cc2ccco2)n1 | 2 | -1 | 3 | 0 | x | x | 8 | 9

(continued)
SMILES | miR-122 sensor | Cneo AK release | PglD DTNB | FN deposition inh | F508del corr | INS-1E GSIS act | Statin myotox sup | PGC1a acetyl inh
CCOc1ccccc1NC(=O)/C(C#N)=C/c1cccnc1 | -4 | -1 | 0 | x | -0.8 | 9 | 3 | 3
CCOc1ccc(CN(C)CC(O)COC(c2ccc(OC)cc2)c2ccc(OC)cc2)cc1 (stereo not given) | -2 | 0 | -1 | -5 | 6.5 | -11 | x | -11
COCCNC(=O)C[C@@H]1C[C@H]2c3cc(NC(=O)c4cccnc4)ccc3O[C@H]2[C@@H](CO)O1 | 3[16.7 µM] | 45 | -2 | 8 | 2.0 | 20 | 1 | 1
O=C(NCCCN1CCOCC1)/C(=C/c1cccs1)NC(=O)c1ccccc1 | 2 | 3 | 7 | -1 | -0.2 | 26 | -10 | 6
COCC(=O)NC[C@@H]1N[C@@H](CO)[C@H]1c1ccc(C2=CCCC2)cc1 | -7[16.7 µM] | 93* | 1 | -9 | -0.7 | -13 | -5 | -8
CC1(Oc2ccccc2-c2ccno2)CCN(Cc2ccc(-c3ccccc3)o2)C1 (stereo not given) | x | -9 | 1 | 7 | -2.1 | 1 | 11 | x
CCc1ccc(NC(=S)N(CCCN2CCOCC2)Cc2ccccn2)cc1 | -5 | -2 | -3 | 2 | x | -3 | x | x
CCn1c(CCC(=O)O)nc2cc(S(=O)(=O)N3CCOCC3)ccc21 | -7 | 6 | -1 | 1 | -0.2 | x | -2 | -1
CCc1nnc(NC(=O)C2Cc3ccccc3C(=O)O2)s1 (stereo not given) | -3 | 0 | 0 | -3 | 1.3 | 0 | -6 | -4
CCC12CN3CC(CC)(CN(C1)C3c1c(O)ccc3ccccc13)C2=O (stereo not given) | -1 | -1 | 10 | x | x | x | 7 | -10
Oc1ccc(C=Nc2ccccc2-c2nc3ccccc3[nH]2)c(O)c1 | -7 | -4 | -4 | 0 | 3.1 | 6 | x | 5
CC(=O)Nc1cccc(C(=O)OCCCOc2ccc(F)cc2)c1 | -4 | -2 | -3 | -9 | 0.3 | -20 | 1 | x
O=[N+]([O-])c1cc([N+](=O)[O-])c(Oc2c(F)ccc(F)c2F)cc1NN1CCCCC1 | 0 | -1 | 0 | -2 | -0.6 | -4 | -13 | -2
Cc1nnc(SCC(=O)NCCN2C(=O)CSC2=O)n1-c1ccccc1 | x | x | x | 7 | 2.7 | 5 | x | 5
CN(C)CCC(C(=O)c1ccccc1)c1ccccn1 (stereo not given) | -4 | 1 | -1 | x | x | x | -5 | 0
Cc1cnc(C(=O)OCC(=O)Nc2c(Cl)cc(Cl)cc2Cl)cn1 | 2 | -1 | -5 | 0 | 2.8 | -6 | 5 | -5
CCOC(=O)c1cnc(N2CCOCC2)[nH]c1=O | 2 | -1 | 0 | 0 | x | x | -5 | -4
O=C(CSc1nc2ccc(Cl)cc2[nH]1)c1ccc2c(c1)OCO2 | -8 | -1 | 5 | x | x | 15 | 3 | u
Cc1cc(-c2ccccc2)nc(SCc2ccc(C(=O)O)cc2)n1 | -1 | 0 | -14 | -6 | 4.6 | 3 | -28 | x
O=C(Oc1ccc(-c2nnco2)cc1)N(c1ccccc1)c1ccccc1 | -1 | 0 | 3 | x | x | x | 20 | -5
COc1cccc(-c2cnc(C(O)c3ccc(SC)cc3)[nH]2)c1 (stereo not given) | 2 | -1 | -1 | -1 | -0.5 | -10 | -1 | 2
C[C@@H]1CN([C@@H](C)CO)C(=O)c2cc(-c3ccncc3)cnc2O[C@H]1CN(C)C(=O)C1CC1 | -9[16.7 µM] | x | x | x | -0.8 | 8 | 47 | 9
CCN1/C(=C/C(C)=C/c2sc3ccccc3[n+]2CC)Sc2ccccc21 | -27 | -9 | -7 | -3&-32 | -13&-16 | -26&-13 | -114 | -98
COC(=O)c1cccc(Nc2c3c(nc4ccccc24)CCC3)c1 | 25 | 1 | 4 | 9 | 2.5 | 0 | 9 | 2
CC(C)(C)C(=O)O/N=C(\N)c1c(Cl)cccc1Cl | x | x | x | -2 | -0.3 | x | -7 | 3
O=C(N[C@@H](Cc1ccccc1)C(=O)NC1CC1)c1ccc(Cl)cc1 | -5 | -4 | -5 | 2 | -0.7 | 5 | -9 | -7
